Assay outcomes from PubChem.
NCI-60 one-dose screen, 48 h, at 10 µM unless noted. Numbers give growth in % (100 = growth as untreated, 0 = no growth, -100 = all killed).
M14 – M14 melanoma | 6.2% of 80,000 active | AID 1794745
UACC-257 – UACC-257 melanoma; 4.4% of 78,000 active; AID 1794764
SK-MEL-2 – SK-MEL-2 melanoma. 4.7% of 77,000 active
SK-MEL-5 – SK-MEL-5 melanoma; 6.4% of 80,000 active
A549/ATCC – A549/ATCC NSCLC; 3.7% of 81,000 active
MDA-MB-435 – MDA-MB-435 melanoma | AID 1794794 | 7.8% of 82,000 active
SK-MEL-28 – SK-MEL-28 melanoma. 4.1% of 81,000 active. AID 1794761
UACC-62 – UACC-62 melanoma; 5.4% of 81,000 active
Starred values were filed as active, the others as inactive; . = not tested or not shown; & = joins results of further samples. The calls were made as follows: active = growth percent below 10; inactive = the rest. An unsorted share of the library. About 11% of those tested had a hit in this group.

Preview (three entries):
1. FC(F)(F)c1nnc2n1N=Cc1ccc(Br)cc1S2
2. CN(N=O)c1ccc(Cc2ccc(N(C)N=O)cc2)cc1
3. CC/C(=C\c1ccc(OC)c(OC)c1)c1nc2ccccc2c(=O)[nH]1

assay / compound	1	2	3
M14	95.4	84.7	124.6
UACC-257	.	84.5	147.0
SK-MEL-2	97.8	84.8	130.6
SK-MEL-5	94.9	84.4	100.3
A549/ATCC	95.6	74.4	109.0
MDA-MB-435	104.2	101.9	74.0
SK-MEL-28	108.9	96.6	133.0
UACC-62	100.0	73.2	105.9

The listing, repeating the preview:
1. FC(F)(F)c1nnc2n1N=Cc1ccc(Br)cc1S2
2. CN(N=O)c1ccc(Cc2ccc(N(C)N=O)cc2)cc1
3. CC/C(=C\c1ccc(OC)c(OC)c1)c1nc2ccccc2c(=O)[nH]1
4. COc1cc2cc(Oc3ccc(NC(=O)Nc4ccc(F)c(C(F)(F)F)c4)cc3)c(C)nc2cc1OCCN(C)C
5. CO[C@H]1/C=C/O[C@@]2(C)Oc3c(C)c(O)c4c(O)c(c5c(nc6cc(C)ccn65)c4c3C2=O)NC(=O)/C(C)=C\C=C\[C@H](C)[C@H](O)[C@@H](C)C(O)[C@@H](C)[C@H](OC(C)=O)[C@@H]1C (stereo not given in full)

assay / compound	1	2	3	4	5
M14	95.4	84.7	124.6	95.7	94.4
UACC-257	.	84.5	147.0	104.5	105.7
SK-MEL-2	97.8	84.8	130.6	115.0	93.1
SK-MEL-5	94.9	84.4	100.3	90.9	102.7
A549/ATCC	95.6	74.4	109.0	93.2	104.0
MDA-MB-435	104.2	101.9	74.0	98.2	104.2
SK-MEL-28	108.9	96.6	133.0	81.0	104.4
UACC-62	100.0	73.2	105.9	105.5	98.0

6. N#CC1=C(N2CCOCC2)NC(c2cccc([N+](=O)[O-])c2)c2sc3c(F)cccc3c21 (stereo not given)
7. COc1ccc(CNc2ccccn2)cc1
8. CC(=O)Nc1ccc(Cl)cc1C(N)=O
9. Cc1cc(C)c2cc(C(=O)N3CCN(CCCC4CCCCC4)CC3)[nH]c2c1
10. N#C/C(=C/c1ccc2c(c1)OCO2)C(=O)c1ccccc1

assay / compound	6	7	8	9	10
M14	99.4	112.2	98.8	98.1	98.1
UACC-257	112.7	86.1	103.8	108.3	104.4
SK-MEL-2	114.8	144.3	97.8	111.9	109.4
SK-MEL-5	97.3	93.4	101.5	99.3	96.6
A549/ATCC	102.7	86.3	101.5	98.7	88.2
MDA-MB-435	106.9	102.9	92.7	97.6	101.9
SK-MEL-28	110.7	124.4	101.2	96.4	112.1
UACC-62	84.5	81.7	97.7	92.3	105.8

11. Nc1ccc2c(c1)C(=O)c1cc(C(=O)O)ccc1-2
12. CCCCCCCCn1ccc2cc(NC(=O)CN3CCN(c4nc(C)cc(N5CCCCCC5)n4)CC3)ccc21
13. CC(=O)C(=Cc1ccc2c(c1)OCO2)C(C)=O
14. COc1ccc(/C=C/C(=O)c2ccccc2)cc1OC
15. C[C@H](Nc1nc(N)nc(N)n1)c1nc2cccc(NCc3ccc(C(=O)NO)cc3)c2c(=O)n1-c1ccccc1

assay / compound	11	12	13	14	15
M14	109.5	88.9	95.5	83.4&100.0	99.7
UACC-257	92.3	101.8	88.7	99.4&113.9	97.3
SK-MEL-2	95.3	98.3	89.7	115.7&117.5	104.8
SK-MEL-5	101.4	97.4	98.6	93.4&97.6	97.6
A549/ATCC	96.8	78.5	91.4	103.8&105.6	98.8
MDA-MB-435	113.6	101.8	99.7	77.0&96.8	103.3
SK-MEL-28	100.4	95.8	102.6	100.3&104.5	105.6
UACC-62	87.3	78.1	90.9	81.5&97.2	91.8

16. Nc1ccccc1NC(=O)c1ccc(CN2CCC/C(=C\c3cccc(Cl)c3)C2=O)cc1
17. N#Cc1cc([N+](=O)[O-])ccc1Cl
18. N#C/C(=C\c1ccc2ccccc2c1)c1cc2ccccc2[nH]1
19. O=C(c1ccccc1)c1c(-c2ccccc2)oc2c1CNC1C(O)=CC=CC21 (stereo not given)
20. O=C(N/N=C/c1cc2ccccc2c2ccccc12)c1cc(O)c(O)c(O)c1

assay / compound	16	17	18	19	20
M14	24.0	100.8	18.0	72.3	61.0
UACC-257	37.7	100.5	63.2	66.0	75.3
SK-MEL-2	11.1	108.0	43.5	.	.
SK-MEL-5	-41.9*	103.5	35.3	57.4	52.9
A549/ATCC	33.0	106.0	51.1	42.7	94.4
MDA-MB-435	3.9*	111.4	-19.0*	40.5	35.3
SK-MEL-28	48.2	104.8	55.3	87.0	55.6
UACC-62	27.1	89.0	32.2	39.4	41.5

21. N#CC1=C(N)n2nc(-c3ccncc3)nc2NC1c1ccc(Cl)cc1 (stereo not given)
22. Cc1ccc2oc(=O)cc(-c3cc(C)nc(N)c3C#N)c2c1
23. O=C(CCc1nnc2n1N=C(c1ccccc1)CS2)c1nc2ccccc2[nH]1
24. CS(=O)(=O)c1ccc(C(=O)N/N=C/c2cccc3ccccc23)cc1
25. C[C@H]1[C@H](C)CC[C@]2(C(=O)N3CCN(C)CC3)CC[C@]3(C)C(=CC[C@@H]4[C@@]5(C)C/C(=C/c6cccc([N+](=O)[O-])c6)C(=O)C(C)(C)[C@@H]5CC[C@]43C)[C@H]12

assay / compound	21	22	23	24	25
M14	96.1	92.3	105.5	66.8	62.0
UACC-257	.	101.2	117.9	41.1	62.7
SK-MEL-2	97.5	83.1	100.9	47.7	102.3
SK-MEL-5	89.2	84.3	89.2	67.2	87.6
A549/ATCC	75.8	73.5	97.8	41.3	57.5
MDA-MB-435	102.4	82.7	94.0	17.1	63.8
SK-MEL-28	101.2	93.2	116.6	89.4	86.2
UACC-62	87.8	67.6	100.1	61.6	75.0

26. Cc1ccc(NC(=O)/N=c2\oc3ccccc3cc2-c2cc3ccccc3[nH]2)cc1
27. COc1ccc(C(=O)N2NC(=O)/C(=C/c3ccc(Br)cc3)N=C2c2ccccc2)cc1
28. CC1(C)c2[nH]c3ccccc3c2C[C@]2(C)[C@H]3CC=C4[C@@H]5C[C@@](C)(C(N)=O)CC[C@]5(C)CC[C@@]4(C)[C@]3(C)CC[C@@H]12
29. C[C@]12CC[C@@H]3c4cc(O)c(O)cc4CC[C@H]3[C@@H]1CC[C@@H]2O
30. Nc1cc([N+](=O)[O-])ccc1OCc1ccccc1

assay / compound	26	27	28	29	30
M14	87.0	79.2	54.6	23.4	110.6
UACC-257	101.6	95.5	52.5	31.2	106.2
SK-MEL-2	95.0	.	80.3	-16.8*	95.2
SK-MEL-5	91.3	93.8	19.8	26.5	90.0
A549/ATCC	100.0	87.6	53.6	43.3	102.7
MDA-MB-435	100.7	90.7	59.3	-45.0*	92.4
SK-MEL-28	98.3	94.5	77.4	39.6	115.4
UACC-62	74.9	68.3	59.2	33.8	93.7

31. c1ccc(CNc2ccc3nc(CCC4CCCCC4)[nH]c3c2)cc1
32. COc1cccc(C2C3=C(COC3=O)N(CCO)c3cc(OC)ccc32)c1 (stereo not given)
33. Cc1nc(C)c(CN2CCn3c(nnc3C(F)(F)F)C2)s1
34. CC(=O)c1sc(-c2cccc(C(F)(F)F)c2)cc1O
35. Cc1ccc(S(=O)(=O)CCc2cc[n+](C)cc2)cc1

assay / compound	31	32	33	34	35
M14	76.2	6.3*	103.5	.	106.5
UACC-257	74.2	.	102.8	88.0	104.7
SK-MEL-2	82.8	.	107.8	84.8	86.7
SK-MEL-5	43.2	-3.6*	100.4	101.8	100.6
A549/ATCC	72.5	18.0	102.6	93.1	97.5
MDA-MB-435	81.6	-44.7*	101.7	103.3	115.1
SK-MEL-28	80.0	56.1	107.3	114.1	106.6
UACC-62	59.6	14.6	98.2	96.6	97.2

36. COc1ccc(-n2nc3c(c(C#N)c2=O)CC(c2ccc(Cl)cc2)C([N+](=O)[O-])=C3O)cc1 (stereo not given)
37. CC(=O)OCCOCCOC(C)=O
38. O=C(CSc1oc(-c2ccccc2)nc1S(=O)(=O)c1ccccc1)c1ccc(Cl)cc1
39. O=C1CCCc2nc3ccccc3c(/C=C/c3ccc(Br)cc3)c21
40. CC(C)CC(=O)Nc1ccccc1-c1ccccc1

assay / compound	36	37	38	39	40
M14	98.4	105.5	105.1	98.7	109.8
UACC-257	104.7	98.5	97.1	90.8	105.0
SK-MEL-2	105.2	100.5	88.9	84.5	111.1
SK-MEL-5	96.1	104.6	94.6	80.9	101.2
A549/ATCC	105.0	99.1	83.1	63.6	99.9
MDA-MB-435	96.5	105.1	105.3	78.5	112.1
SK-MEL-28	102.5	99.7	111.0	89.0	107.0
UACC-62	87.9	107.6	76.9	73.3	100.6

41. COc1ccc(/C=C\c2cc(OC)c(OC)c(OC)c2)cc1OCC(=O)Nc1ccc2nc(C)sc2c1
42. Cc1nc(Nc2cccc(Nc3nc(C)c(N=Nc4ccccc4)s3)c2)sc1N=Nc1ccccc1
43. O=S(=O)(NCCCNc1nccc(-c2c(-c3ccccc3)nc3occn23)n1)c1ccc(C(F)(F)F)cc1
44. Cc1cc2ccccc2[nH]1
45. COc1ccc(/C=N/NC(=O)COc2cc(=O)[nH]c3cc(C)ccc23)cc1

assay / compound	41	42	43	44	45
M14	25.9	107.6	97.4	98.4	100.0
UACC-257	58.5	97.3	88.6	105.4	118.1
SK-MEL-2	-1.3*	106.7	93.4	.	113.2
SK-MEL-5	.	91.5	96.2	99.1	98.6
A549/ATCC	30.5	63.6	95.0	100.0	96.9
MDA-MB-435	-3.5*	92.1	89.9	109.4	87.9
SK-MEL-28	.	97.5	109.5	116.6	107.9
UACC-62	11.9	69.1	84.4	94.1	90.2

46. COc1cccc(/C=C2\COc3ccc(O)c(O)c3C2=O)c1
47. C/C(=C(/c1ccccc1)c1ccc(N2C(=O)c3cccc4c(N5CCOCC5)ccc(c34)C2=O)cc1)c1ccccc1
48. CC(C)C[C@H](NC(=O)[C@@H](Cc1ccccc1)n1ccc(Nc2ccccc2)cc1=O)B(O)O
49. Cc1nn(-c2ccccc2)c(N2CCOCC2)c1-c1nc2ccc(C(=O)NN=Cc3ccc(O)cc3)cc2[nH]1
50. Cc1ccc(Nc2cc(Cl)nc(N)n2)cc1Cl

assay / compound	46	47	48	49	50
M14	26.0	61.7	9.3*	103.9	109.0
UACC-257	28.1	76.4	-36.6*	109.5	100.0
SK-MEL-2	57.1	77.1	-14.9*	124.6	98.1
SK-MEL-5	40.4	59.9	-68.2*	104.8	96.9
A549/ATCC	47.6	37.2	17.0	107.2	90.3
MDA-MB-435	-3.4*	75.5	-51.3*	101.4	98.7
SK-MEL-28	32.1	51.4	21.7	107.5	105.4
UACC-62	-6.3*	59.2	-77.1*	96.8	96.6

51. O=C(CSSCC(=O)c1ccc(Cl)cc1)c1ccc(Cl)cc1
52. O=C(C(=O)c1ccc(Br)cc1)c1ccc(Br)cc1
53. Cc1ccc(NC2=CC(=O)C(=O)c3ccccc32)cc1
54. COc1ccc(NC(=O)c2ccc3c(c2)nc(-c2cc4ccccc4[nH]c2=O)n3-c2cc(C(C)(C)C)[nH]n2)cc1
55. O=C(Nc1nc(-c2ccc(Br)cc2)cs1)c1ccccc1CN1C(=O)c2ccccc2C1=O

assay / compound	51	52	53	54	55
M14	82.2	81.4	-63.5*	96.1	102.6
UACC-257	59.2	95.9	-46.2*	97.7	101.8
SK-MEL-2	79.5	93.3	4.0*	99.7	105.7
SK-MEL-5	29.7	99.4	-98.4*	84.0	98.6
A549/ATCC	63.6	99.4	-36.5*	93.7	94.3
MDA-MB-435	47.9	108.1	-80.5*	92.5	97.0
SK-MEL-28	59.5	109.3	-23.5*	93.2	111.5
UACC-62	57.8	90.5	-33.9*	85.6	84.6

56. Cc1[nH]c(C(=O)OCCCCc2cn(CCCCNC(=O)COc3cccc4c3C(=O)N(C3CCC(=O)NC3=O)C4=O)nn2)c2c1C(=O)CCCC2 (stereo not given)
57. CCOC(=O)NC1CC2c3ccccc3C1c1ccccc12 (stereo not given)
58. COc1cc(C=Nc2oc(-c3ccccc3)c(-c3ccccc3)c2C#N)cc(CN2CCN(c3ccccc3)CC2)c1O
59. COc1cc(C2CC(c3cccc(Nc4ccnc5cc(Cl)ccc45)c3)=NN2c2ccccc2)cc(OC)c1OC (stereo not given)

assay / compound	56	57	58	59
M14	107.4	116.6	99.3	34.7
UACC-257	103.8	93.0	109.5	80.1
SK-MEL-2	108.5	100.9	107.3	.
SK-MEL-5	95.9	92.1	102.2	62.1
A549/ATCC	106.5	93.8	105.2	76.2
MDA-MB-435	105.4	95.0	104.5	24.4
SK-MEL-28	111.0	103.2	111.3	67.2
UACC-62	98.8	96.3	88.1	9.2*
